KCNQ1 inh = inhibitors of human KCNQ1 channel, primary screen, cell-based, thallium flux, high-throughput | Potassium voltage-gated channel subfamily KQT member 1 (Homo sapiens), P51787 | CHO-K1 KCNQ1, FluxOR thallium flux fluorescence; hits give high values | B-score at 10 µM | hit rate 1.3% among 310,000 | AID 2642, 2010;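 active = compounds whose thallium flux B-score, printed positive for inhibition, exceeds three library SD while starting fluorescence stays within three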;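 also: channel opened by potassium depolarization with thallium stimulus after 20 min compound exposure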
TMEM16A act = TMEM16A chloride channel activators or potentiators, primary screen, cell-based, HTS | AID 623877, 2012 | Anoctamin-1 (Mus musculus), Q8BHY3 | HEK293 TMEM16A/YFP-H148Q/I152L, iodide quench fluorescence; hits give low values | B-score at 10 µM | hit rate 0.3% among 340,000;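 active = fluorescence-ratio B-score plate-corrected deviation score at least 3 library SD below zero, with starting fluorescence score within 5 deviations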;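 also: channel opened by trigger with iodide after compound preincubation; score built on the fluorescence ratio of max minus min over baseline; more negative score means more quench and so TMEM16A activation or potentiation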
KCNK9 inh = KCNK9 potassium channel inhibitors, primary screen, HEK293 cells, thallium flux. B-score at 10 µM. hit rate 1.2% among 310,000. Potassium channel subfamily K member 9 (Homo sapiens), Q9NPC2. FluxOR thallium flux fluorescence; hits give low values;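 active = ratio B-score over 3 SD below the library mean, with starting fluorescence within 5 SD of its mean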;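 also: negative B-score means less thallium flux so channel inhibition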
TMEM16A inh = TMEM16A chloride channel inhibitors, primary screen, cell-based, HTS; Anoctamin-1 (Mus musculus), Q8BHY3; HEK293 TMEM16A/YFP iodide influx fluorescence, ionomycin; normalized B-score (activity score, 25-100; higher = stronger inhibition) at 10 µM; hit rate 1.2% among 310,000;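 active = ratio plate-corrected score three or more library SD toward inhibition, starting fluorescence score within five deviations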;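 also: score derived from kinetic fluorescence span divided by baseline fluorescence per well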
RGS4 act = RGS4 potentiators or activators, primary screen, cell-based, HEK293 M3R inducible RGS4, calcium flux | carbachol calcium flux Fluo4; hits give low values | B-score at 10 µM | hit rate 0.92% among 310,000 | AID 463111, 2010;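 active = B-score of the integrated calcium signal more than 4 SD below the library mean, with starting fluorescence not abnormally high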;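 also: negative B-score means reduced calcium response which marks RGS4 activation or potentiation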
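Material: M3R-expressing HEK293 line, RGS4 induced by doxycycline | Schedule: Overnight RGS4 induction, 30 min dye load 37 °C, 20 min compound RT | Measured by: Fluo4 fluorescence kinetic imaging of calcium | Read-out: Integrated calcium ratio converted to B score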
KCNK3 block = human KCNK3 channel inhibitors, primary screen, CHO cells, FluxOR thallium flux, B-score; Potassium channel subfamily K member 3 (Homo sapiens), O14649; FluxOR fluorescence; hits give low values; B-score at 10 µM; hit rate 0.84% among 340,000; AID 602410, 2012;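 active = B-score under library mean minus 4 SD, starting fluorescence ratio at most library mean plus 5 SD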;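 also: more negative B-score means stronger inhibition of thallium flux through KCNK3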
SKKanGAS inh = S. pyogenes SKKanGAS growth inhibitors in kanamycin, primary screen, streptokinase expression inhibitor project, SKKanGAS strain, BacTiter-Glo luminescence; AID 1662, 2009; hit rate 1.3% among 300,000; inhibition, % at 7.5 µM; 6 h;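 active = mean replicate score, as percent of positive control median, at least 50; inconclusive = mean below 50 but one replicate at or above 50; inactive = mean and every replicate below 50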;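 also: strain carries kanamycin resistance gene driven by streptokinase promoter and grows in 40 µg/ml kanamycin; loss of luminescence reflects streptokinase promoter inhibition or plain growth inhibition; 0% = median of DMSO wells and 100% = positive control at its reference dose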
hERG rescue = hERG rescue from dofetilide block, primary screen, cell-based, CHO-hERG, FluxOR thallium flux, dofetilide IC70. hit rate 0.51% among 310,000. activation (rescue from dofetilide block), less the hit threshold, % at 10 µM. dofetilide IC70 present;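 active = activation above the mean of controls blocked by dofetilide plus 5 SD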;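 also: thallium influx through hERG after potassium depolarization seen as dye fluorescence rise; in these data hits start at about 4.7%; inactives centre near -7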
Target sequence (Q12809 whole entry, looked up): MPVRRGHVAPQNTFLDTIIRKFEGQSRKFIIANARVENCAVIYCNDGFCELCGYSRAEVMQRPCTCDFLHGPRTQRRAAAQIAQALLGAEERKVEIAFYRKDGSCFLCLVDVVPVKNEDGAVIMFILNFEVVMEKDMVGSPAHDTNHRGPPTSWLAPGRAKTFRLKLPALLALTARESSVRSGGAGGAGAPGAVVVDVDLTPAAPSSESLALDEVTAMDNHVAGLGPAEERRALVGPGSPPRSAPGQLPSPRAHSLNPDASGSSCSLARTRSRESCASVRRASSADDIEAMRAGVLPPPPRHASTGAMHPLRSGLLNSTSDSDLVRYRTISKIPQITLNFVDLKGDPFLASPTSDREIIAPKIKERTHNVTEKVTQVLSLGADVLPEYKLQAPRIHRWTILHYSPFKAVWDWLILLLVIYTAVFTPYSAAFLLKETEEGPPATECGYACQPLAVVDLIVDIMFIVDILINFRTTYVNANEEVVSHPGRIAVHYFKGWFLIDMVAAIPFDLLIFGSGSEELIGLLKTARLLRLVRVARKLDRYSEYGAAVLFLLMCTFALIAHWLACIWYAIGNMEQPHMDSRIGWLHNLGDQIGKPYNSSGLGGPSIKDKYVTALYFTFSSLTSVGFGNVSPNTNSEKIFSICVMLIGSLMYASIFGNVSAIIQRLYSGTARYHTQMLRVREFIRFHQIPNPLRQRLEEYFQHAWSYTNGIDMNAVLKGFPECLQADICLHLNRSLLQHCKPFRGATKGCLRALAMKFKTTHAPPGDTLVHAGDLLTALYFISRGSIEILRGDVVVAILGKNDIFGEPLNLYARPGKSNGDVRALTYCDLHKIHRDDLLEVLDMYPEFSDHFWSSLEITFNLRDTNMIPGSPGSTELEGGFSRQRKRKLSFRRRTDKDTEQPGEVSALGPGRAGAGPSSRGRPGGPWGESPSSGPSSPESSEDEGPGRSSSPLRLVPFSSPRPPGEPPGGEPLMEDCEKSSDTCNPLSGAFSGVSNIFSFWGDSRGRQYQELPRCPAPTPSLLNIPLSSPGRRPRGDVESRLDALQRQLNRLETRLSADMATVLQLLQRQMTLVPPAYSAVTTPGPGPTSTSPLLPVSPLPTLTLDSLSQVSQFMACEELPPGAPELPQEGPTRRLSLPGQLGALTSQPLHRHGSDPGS
KCNQ1 act = potentiators or activators of KCNQ1 channel, primary screen, cell-based, thallium flux, high-throughput | CHO-K1 KCNQ1, thallium flux FluxOR fluorescence; hits give high values | AID 2648, 2010 | hit rate 0.35% among 310,000 | B-score at 10 µM | Potassium voltage-gated channel subfamily KQT member 1 (Homo sapiens), P51787;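 active = fluorescence ratio B-score, a plate-corrected score, at least three library SD, with initial intensity B-score within 5 SD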
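Test system: CHO-K1 cells stably expressing KCNQ1 / Medium: assay buffer / Also added: depolarizing K+/Tl+ stimulus, K2SO4 and Tl2SO4 each 12.5 mM in 5x stock / Incubation: 90 min dye loading and 20 min compound exposure, both at room temperature / Signal: thallium influx via FluxOR fluorescence, kinetic imaging / Evaluation: B score of baseline-normalized fluorescence ratio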
HDAC3 inh = HDAC3 deacetylase inhibitors, primary screen, biochemical, fluorescence, cell-free homogeneous. Histone deacetylase 3 (Homo sapiens), O15379. recombinant HDAC3, fluorogenic peptide/trypsin coupled. inhibition, % at 8.3 µM. hit rate 0.15% among 320,000; in the data active = inhibition above about 26%, passing the limit was not always enough; inconclusive = no clear call, values can overlap the other calls
RGS4 block = RGS4 inhibitors, primary screen, cell-based, HEK293 M3R inducible RGS4, calcium flux; Regulator of G-protein signaling 4 (Homo sapiens), P49798; Fluo-4 calcium flux; hits give high values; triggered by carbachol at its EC20; B-score at 10 µM; hit rate 0.45% among 310,000;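 active = B-score, a plate-corrected calcium signal, over three deviations above library mean, with baseline fluorescence within five deviations of library mean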;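 also: RGS4 expression induced by doxycycline in cells with stable M3 receptor; B-score is computed from the integrated fluorescence ratio over baseline after carbachol; higher B-score means a larger calcium signal and so more RGS4 inhibition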
* hit, by the source's call; i = inactive; u = inconclusive; x = not tested or not shown.

SMILES | KCNQ1 inh | TMEM16A act | KCNK9 inh | TMEM16A inh | RGS4 act | KCNK3 block | SKKanGAS inh | hERG rescue | KCNQ1 act | HDAC3 inh | RGS4 block
O=C(CCc1nc2ccccc2c(=O)[nH]1)Nc1nnc(SCc2ccccc2)s1 | i | i | i | i | i | i | -16 | -15 | i | -2 | i
COc1cc(-c2nnc(SCC(=O)N3CCOCC3)o2)cc(OC)c1OC | i | i | i | i | i | i | 0 | -4 | i | 1 | i
COc1cccc(C(=O)NCC(=O)N/N=C/c2c(C)[nH]c3ccccc23)c1 | i | i | i | i | i | i | -1 | -25 | i | 10 | i
O=C(C[n+]1ccc2ccccc2c1)c1ccc(NC(=O)c2ccccc2)cc1 | i | i | i | i | i | i | 8 | -13 | i | -5 | i
CC(C)CCn1c(Oc2ccc(Cl)cc2)nc2c1c(=O)n(C)c(=O)n2C | i | i | i | i | i | i | 1 | -4 | i | -8 | i
O=C(c1ccccc1F)N1CCN(Cc2ccc3c(c2)OCO3)CC1 | i | i | i | i | i | i | 6 | -9 | i | 0 | i
O=c1[nH]c(CN2CCN(Cc3ccc4c(c3)OCO4)CC2)nc2ccccc12 | i | i | i | i | i | i | 2 | -7 | i | 8 | i
CCn1nnnc1SCC(=O)NC1CCCC1 | i | i | i | i | i | i | -1 | -9 | i | -1 | i
C/C(=N\NC(=O)CN1CCOCC1)C(C)(C)C | i | i | i | i | i | i | 2 | -8 | i | -3 | i
Cn1c(=O)c(C(=O)CN2CCN(S(=O)(=O)c3ccccc3)CC2)c(N)n(Cc2ccccc2)c1=O | i | i | i | i | i | i | -7 | -11 | i | 2 | i
Cc1ccc(OCC(=O)Nn2cnc3ccccc32)cc1 | i | i | i | i | i | i | 4 | 3 | i | -3 | i
O=S1(=O)CCC(N2CCOCC2)C1 (stereo not given) | i | i | i | i | i | i | 4 | -10 | i | -1 | i
CC(C)c1ccc(NC2CCCN(C(=O)c3ccsc3)C2)cc1 (stereo not given) | i | i | i | i | i | i | 5 | -8 | i | 0 | i
COC(=O)c1ccc(CSc2nc(-c3ccccc3)cs2)o1 | i | i | i | 25* | i | i | -5 | -7 | i | 11 | i
O=c1c2ccccc2nnn1CSc1nnc2sc3ccccc3n12 | i | x | i | i | i | x | 1 | -6 | i | 8 | i
COc1ccc(OC)c(S(=O)(=O)N(C)CC(=O)N2CCN(c3ccc(F)cc3)CC2)c1 | i | i | i | i | i | i | -6 | 0 | i | 0 | i
CCOC(=O)N1CCC(N2C(=O)c3ccc(C(=O)NCCC(C)C)cc3C2=O)CC1 | i | i | i | i | i | i | -2 | -6 | i | -2 | i
CCC(c1ccccc1)c1nc(-c2ccccn2)no1 (stereo not given) | i | i | i | i | i | i | -5 | -3 | i | -1 | i
CC(=O)c1cccc(NC(=O)NNC(=O)c2ccc(Cl)cc2Cl)c1 | i | i | i | i | i | i | -7 | -4 | i | 2 | i
Cc1ccc(CN(C)C(=O)c2cc(Br)c(Br)s2)o1 | i | i | i | i | i | i | 5 | -11 | i | 8 | i
CN(C)c1ccc(NC(=O)Cc2ccccc2)c2ccccc12 | i | i | i | i | i | i | -2 | -2 | i | -14 | i
CCn1c(=O)c(C(=O)NCc2ccc(OC)c(OC)c2)c(O)c2ccccc21 | i | i | i | i | i | i | -7 | -4 | i | 1 | i
COc1ccc(CCNC(=O)CN2CCN(Cc3ccccc3F)C2=O)cc1OC | i | i | i | i | i | i | 5 | -2 | i | -1 | i
Cc1nnc(SCc2ccc(F)cc2)s1 | i | i | i | i | i | i | -3 | -9 | i | -1 | i
CCOC(=O)c1ccc(NS(=O)(=O)c2ccc(-c3coc(C)n3)cc2)cc1 | i | i | i | i | i | i | -10 | -1 | i | -3 | i
COc1ccccc1NC(=O)NN1CCCCC1 | i | i | i | i | i | i | -10 | -1 | i | 1 | i
CCn1c(SCC(=O)N2CCCc3ccccc32)nnc1-c1ccco1 | i | i | i | i | i | i | -2 | -2 | i | -2 | i
CCN(C(=O)CSc1nc2nc(C)cc(C)n2n1)c1cccc(C)c1 | i | i | i | i | i | i | 4 | -11 | i | 5 | i
Cc1ccccc1CS(=O)(=O)Cc1ccc(C(=O)NCc2ccccn2)o1 | i | i | i | i | i | i | -4 | -6 | i | -1 | i
CC(C)(C)c1ccc(C(=O)NC2CCS(=O)(=O)C2)cc1 (stereo not given) | i | i | i | i | i | i | 1 | -5 | i | -2 | i
CCc1ccc(/C=C/c2c[nH]c3ccccc23)[n+](CC)c1 | i | i | i | i | i | i | -1 | -12 | i | x | i
O=C(NCCCCNC(=O)c1c(Cl)cccc1Cl)c1c(Cl)cccc1Cl | i | i | i | i | i | i | -6 | -8 | i | 9 | i
O=S(=O)(c1cccs1)N1CCN(c2ccccc2F)CC1 | i | i | i | i | i | i | -4 | -11 | i | 5 | i
O=C(NCC(F)(F)F)Nc1nnc(C(F)(F)F)s1 | 6* | i | i | i | i | i | 2 | 0 | i | -1 | i
O=S(=O)(NCCCCCNS(=O)(=O)c1ccccc1)c1ccccc1 | i | i | i | i | i | i | -3 | -9 | i | 4 | i
Cc1ccc(-n2cccc2/C=C2\C(=N)N3N=C(c4ccco4)SC3=NC2=O)cc1 | i | i | i | i | i | i | x | -5 | i | 7 | i
COc1ccc(N(Cc2cc(=O)[nH]c3ccccc23)C(C)=O)cc1 | i | i | i | i | i | i | 2 | 1 | i | 4 | i
Cc1cccc(C)c1NC(=S)/C(=C(\[O-])c1cccs1)[n+]1ccccc1 | i | i | i | i | i | i | -6 | -7 | i | 6 | i
Cc1ccc(S(=O)(=O)N(CCC(=O)O)Cc2ccc(Cl)cc2)cc1 | i | i | i | i | i | i | 4 | -5 | i | 2 | i
O=C(c1ccc(Cl)cc1Cl)C1(n2cncn2)Oc2ccccc2C1O (stereo not given) | i | i | i | i | i | i | 5 | -8 | i | -2 | i
Cc1ccc(C(=O)NNC(=O)CCC(=O)Nc2cc(C)on2)cc1 | i | i | i | i | i | i | 2 | -11 | i | u | i
COc1ccccc1-c1ccc(=O)n(CC(=O)NCC2CCCO2)n1 (stereo not given) | i | i | i | i | i | i | 5 | -11 | i | -1 | i
Cc1ccccc1N(CC(=O)N1CCCCCC1)S(C)(=O)=O | i | i | i | i | i | i | -3 | -7 | i | -7 | i
CN1C(=O)CSC1=NCC12CC3CC(CC(C3)C1)C2 | i | i | i | i | i | i | 7 | -4 | i | -3 | i
COc1ccccc1/C=C/C1(C(=O)NC2CCCC2)CC(=O)N1c1ccc(F)cc1 (stereo not given) | i | i | i | i | i | i | 16 | -13 | i | 0 | i
CC(=O)CCC1CC(c2ccc(Cl)cc2)=NO1 (stereo not given) | i | i | i | i | i | i | -2 | -3 | i | -3 | i
CC(=O)N1CCN=C1SCc1cccc(Cl)c1 | i | i | i | i | i | i | -13 | -3 | i | 5 | i
Cc1nn(CC(=O)NCCc2ccco2)c(=O)c2nn(-c3ccccc3)c(C)c12 | i | i | i | i | i | i | 1 | -2 | i | 2 | i
COc1ccc(Br)cc1/C=N/NC(=O)c1ccc2nc[nH]c2c1 | i | i | i | i | i | i | 0 | -5 | i | 4 | i
CC(=O)CC(CC(=O)NC1CCCCC1)c1ccccc1 (stereo not given) | i | i | i | i | i | i | 3 | -3 | i | -1 | i

Later entries.
SMILES | KCNQ1 inh | TMEM16A act | KCNK9 inh | TMEM16A inh | RGS4 act | KCNK3 block | SKKanGAS inh | hERG rescue | KCNQ1 act | HDAC3 inh | RGS4 block
COc1ccccc1CN1C(=S)SC(C)(C)C1NO (stereo not given) | i | i | i | i | i | i | 5 | -10 | i | 1 | i
COc1ccc(NC(=O)COc2cc(C)cc(C)c2)cc1S(=O)(=O)N1CCCCC1 | i | i | i | 25* | i | i | 5 | -11 | i | x | i
Cc1ccccc1COc1ccc(/C=C(\C#N)C(N)=O)cc1 | i | i | i | i | i | i | 14 | -7 | i | -2 | i
Cc1cccc(NC(=O)/C(=C\c2ccco2)NC(=O)c2ccccc2)c1 | i | i | i | i | i | i | -2 | -7 | i | 17 | i
N#Cc1nc(COc2ccc(Cl)cc2)oc1N1CCCC1 | i | i | i | i | i | i | 1 | -5 | i | -5 | i
C/C(=N\O)C(=O)NCc1ccncc1 | i | i | i | i | i | i | 0 | -4 | i | -4 | i
COc1ccc(N(Cc2cc(=O)[nH]c3ccccc23)C(=O)C(C)C)cc1 | i | i | i | i | i | i | 3 | -6 | i | -2 | i
Nc1nc(Cl)cc(N2CCCC2)n1 | i | i | i | i | i | i | -2 | -7 | i | 1 | i
CN(CCCNC(=O)c1cc2c(Cl)nc3ccccc3c2s1)Cc1ccccc1 | i | i | i | i | i | i | 9 | -22 | i | 4 | i
CCCn1c(SCC(=O)N2CCCCC2)nnc1-c1ccco1 | i | i | i | i | i | i | 3 | -7 | i | -1 | i
Cc1cc(C(C)(C)C)cc(S(=O)(=O)NCCc2ccncc2)c1C | i | i | i | i | i | i | -8 | -6 | i | 2 | i
CC(=O)Nc1ccc(NC(=O)C(C)OC(=O)CNC(=O)c2ccc(-c3ccccc3)cc2)cc1 (stereo not given) | i | i | i | i | i | i | 3 | -20 | i | -18 | i
CC(NC(=O)CCNS(=O)(=O)c1ccc2c(c1)oc(=O)n2C)c1ccccc1 (stereo not given) | i | i | i | i | i | i | 6 | -11 | i | 5 | i
CCOC(=O)c1ccc(S(=O)(=O)N(CCO)Cc2cc3cc(OC)c(OC)cc3[nH]c2=O)cc1 | i | i | i | i | i | i | -2 | -11 | i | 4 | i
Cn1c(Sc2ccc(Br)cc2)c(C=O)c2ccccc21 | i | i | -9.5* | 100* | i | i | 18 | -13 | i | 2 | i

High-throughput results: PubChem, several laboratories
